Source: PubChem BioAssay
Tb PGK inh: blocks T. brucei phosphoglycerate kinase; Potency, µM (highest dose often 57.5 µM), for inactives: at the top dose activity change, negative = inhibition, usual class: inhibitors; hit rate 0.043% among 380,000; PGK/GAPDH coupled, Kinase-Glo luminescence, 60 min; P07378; note: % is set by controls: 0 for no effect and ±100 for the full control effect; nearly all actives have a fitted effect of over 60% in size
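Recombinant glycosomal PGK reaction used 1,3-bisphosphoglycerate generated in-well by GAPDH (100nM final) in 100mM TEA pH 7.6, 5mM MgCl2, 0.01% Tween-20. After 60 minutes at room temperature, ATP was read by Kinase-Glo Plus luminescence end-point.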
rTrxR1 inhibitor: blocks rat thioredoxin reductase 1 | O89049 | recombinant rTrxR1, NADPH fluorescence consumption, selenite substrate | Potency, µM (top dose mostly 114 µM), inactives show top-dose activity change, negative = inhibition, actives largely listed as inhibitors | hit rate 1% among 390,000 | AID 588453; note: % is set by controls: 0 for no effect and ±100 for the full control effect; nearly all actives have a fitted effect of over 65% in size
Target sequence (O89049 whole entry, looked up): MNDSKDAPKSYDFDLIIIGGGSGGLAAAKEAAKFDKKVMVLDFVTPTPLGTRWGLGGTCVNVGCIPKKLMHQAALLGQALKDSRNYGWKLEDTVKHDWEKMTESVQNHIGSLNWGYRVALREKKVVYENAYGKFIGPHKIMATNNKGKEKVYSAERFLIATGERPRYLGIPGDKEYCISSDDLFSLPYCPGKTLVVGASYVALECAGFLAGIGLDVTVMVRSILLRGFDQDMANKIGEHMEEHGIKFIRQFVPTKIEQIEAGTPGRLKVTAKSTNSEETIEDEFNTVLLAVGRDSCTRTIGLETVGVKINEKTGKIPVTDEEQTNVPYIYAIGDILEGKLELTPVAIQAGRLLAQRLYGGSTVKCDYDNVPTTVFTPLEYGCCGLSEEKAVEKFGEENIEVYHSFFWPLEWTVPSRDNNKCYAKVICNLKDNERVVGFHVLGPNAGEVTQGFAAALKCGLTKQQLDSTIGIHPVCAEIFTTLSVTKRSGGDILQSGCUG
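Rat TrxR1 (90 nM in the dispensed reagent) was pre-reduced with 400 uM NADPH for 5 min at room temperature, then incubated with compound for 15 min. After 400 uM selenite was added, NADPH fluorescence (Ex 340/Em 450 nm) was followed for 8 min.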
GLS inh: blocks human kidney-isoform glutaminase activity; GLS enzymatic activity, qHTS titration; Potency, µM (titrated, usually from 45.5 µM), inactives show at the top dose activity change, negative = inhibition, most hits filed as inhibitors; hit rate 0.21% among 410,000; O94925; note: % is set by controls: 0 for no effect and ±100 for the full control effect
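Read-out is an Amplex red fluorescence increase coupled through glutamate oxidase and HRP, measured before and after 30 min room-temperature incubation. hKGA is in 45 mM KH2PO4 (pH 8.2) with 0.02% Tween-20; glutamine added as 1mM solution.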
HP1b binding inh: blocks HP1-beta chromodomain binding to methylated histone tails. P83916. AlphaScreen HP1-beta / biotin-H3K9me3 peptide binding. hit rate 0.56% among 390,000. Potency, µM (top dose mostly 114 µM), for the others: at the top dose activity change, negative = inhibition, most hits filed as inhibitors. AID 540317; note: nearly all actives have a fitted effect of over 70% in size; inactives centre near 23
Target sequence (P83916 whole entry, looked up): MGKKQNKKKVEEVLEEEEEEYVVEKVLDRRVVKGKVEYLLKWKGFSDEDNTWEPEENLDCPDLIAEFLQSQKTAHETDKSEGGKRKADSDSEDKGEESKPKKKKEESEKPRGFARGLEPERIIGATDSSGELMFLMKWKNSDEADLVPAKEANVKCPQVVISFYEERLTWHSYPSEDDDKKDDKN
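HP1-beta protein (50 nM final) preincubated 30 min at room temperature with biotinylated H3(1-18)K9me3 peptide (50 nM) in PBS pH 7.4, 0.01% Tween-20, then compound added for 30 min. AlphaScreen streptavidin donor/nickel chelate acceptor beads (10 ug/mL final), 30 min dark, luminescence read.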
JMJD2A Tudor inh: inhibitors of human JMJD2A Tudor domain; AlphaScreen JMJD2A-Tudor / H3K4me3 peptide binding; Potency, µM (top dose mostly 114 µM), inactives show at the highest dose activity change, negative = inhibition, usual class: inhibitors; hit rate 4.4% among 390,000; note: % is set by controls: 0 for no effect and ±100 for the full control effect; nearly all actives have a fitted effect of over 50% in size
RGS4 inh: inhibitors of human regulator of G protein signaling 4 | hit rate 0.039% among 390,000 | P49798 | Transcreener GDP fluorescence polarization, RGS4-accelerated GTP hydrolysis | Potency, µM (titrated, usually from 114 µM), for inactives: top-dose activity change, negative = inhibition, usual class: inhibitors; note: % is set by controls: 0 for no effect and ±100 for the full control effect; nearly all actives have a fitted effect of over 75% in size; some results filed as inactive show a strong effect at the top dose
Target sequence (P49798 whole entry, looked up): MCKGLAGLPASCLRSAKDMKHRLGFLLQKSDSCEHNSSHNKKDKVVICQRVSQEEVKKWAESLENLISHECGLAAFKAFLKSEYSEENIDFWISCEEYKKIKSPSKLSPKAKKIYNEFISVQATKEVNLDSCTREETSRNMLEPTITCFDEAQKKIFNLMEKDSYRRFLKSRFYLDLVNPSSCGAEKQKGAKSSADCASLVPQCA
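MLSMR compounds (23 nl, pin-transferred) preincubated 10 min at room temperature with a 500nM (2x) first reagent, then RGS4 at 900nM (2x) plus Transcreener GDP mix added; fluorescence polarization (620/688 nm) read before and after 90 min at 30 °C.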
ALOX12 inh: blocks human arachidonate 12S-lipoxygenase | P18054 | Potency, µM (highest dose often 108 µM), inactives show top-dose activity change, negative = inhibition, most hits filed as inhibitors | purified 12hLO, xylenol orange hydroperoxide absorbance | hit rate 1.1% among 580,000; note: % is set by controls: 0 for no effect and ±100 for the full control effect
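Purified human 12hLO at 150 nM in 25 mM Hepes, 0.01% Triton X-100, pH 7.0, preincubated 15 min at room temperature with compound. Reaction started with 40 uM arachidonic acid, 30 min at room temperature. Hydroperoxide measured by Fe-xylenol orange, 573/405 nm absorbance ratio.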
ERG Ets-DNA blk: inhibitors of human ERG Ets domain-DNA interaction; P11308; fluorescence polarization, His-ERG Ets domain / labelled DNA; hit rate 0.028% among 370,000; Potency, µM (series often up to 76.9 µM), for inactives: at the top dose FP activity, negative = inhibition, most hits filed as inhibitors; AID 624246; active = well fitted inhibition curve with a large enough effect in the polarisation, with a control signal flat; inconclusive = small, poorly fitted or top-dose-only effect, or effect the other way, or a change in a side signal; inactive = no such curve, though single readings can be large or run the other way; the % refers to the polarisation;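 note: polarization taken with two DNA probes labelled with fluorescein and Texas red; % of control where 0% means no effect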
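His-tagged ERG Ets domain (1 uM in the protein solution; 300mM KCl, 50mM Tris-HCl, 1mM EDTA, 1mM DTT, pH 7.5) received compound, then a probe mix of 5 nM fluorescein-DNA and 100nM Texas-615-DNA. Fluorescence polarization was read for both dyes.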
Pin1 inh: human Pin1 inhibition | Potency, µM (series often up to 115 µM), inactives show at the top dose activity, negative = inhibition, usual class: inhibitors | Q13526 | hit rate 0.009% among 390,000 | AID 504891 | Pin1 FP peptide displacement, HiFluor488, 10 min; active = well fitted inhibition curve with a large enough effect in the polarisation, with a control signal flat, not every such curve was filed as active; inconclusive = small, poorly fitted or top-dose-only effect, or effect the other way, or a change in a side signal; inactive = no such curve, though single readings can be large or run the other way; the % refers to the polarisation; note: % is set by controls: 0 for no effect and ±100 for the full control effect
Target sequence (Q13526 whole entry, looked up): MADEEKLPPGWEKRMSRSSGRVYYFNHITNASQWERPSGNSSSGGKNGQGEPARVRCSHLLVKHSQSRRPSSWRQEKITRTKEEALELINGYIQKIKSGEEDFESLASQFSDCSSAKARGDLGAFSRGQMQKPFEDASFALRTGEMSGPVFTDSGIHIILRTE
An asterisk follows results filed as active; i = inactive; ? = inconclusive; nt = no result given; [ ] = remark or other dose. Unless noted, calls come from the whole dose curve; as a rule, active = well fitted curve in the direction sought with a large enough effect; inconclusive = small, poorly fitted or top-dose-only effect, or another doubt; inactive = no such curve, though single readings can be large; an effect the other way counts as inactive or inconclusive. Potency is the fitted concentration of half-maximal effect.

SMILES	Tb PGK inh	rTrxR1 inhibitor	GLS inh	HP1b binding inh	JMJD2A Tudor inh	RGS4 inh	ALOX12 inh	ERG Ets-DNA blk	Pin1 inh
Oc1cnn(-c2ccccc2)c1	1%	-14%[57.1 µM]	25%	24%	-8%	-10%	16%	1%	-9%
Cc1nnc(NCc2n[nH]c(=O)c3ccccc23)c2ccccc12	i	19%	-2%	30%	3%	5%	-12%	5%	-3%
CCn1c(=O)c(C(=O)NCc2ccccc2OC)c(O)c2ccccc21	-2%	19%	-7%	112%[activator]	22%	8%	-6%	-6%	0%
CCCCn1c(N)c(N(CCOC)C(=O)c2ccc(Cl)c(S(=O)(=O)N3CCCC3)c2)c(=O)[nH]c1=O	3%	23%	7%	27%	-6%	1%	-7%	-4%	1%
COc1ccc(N2CC(NC(=O)c3ccc4ccccc4c3)CC2=O)cc1OC (stereo unspecified)	5%	-8%[57.1 µM]	-4%	27%	-7%	0%	-23%	-7%	3%
Cc1ccsc1/C=N/N=C/c1sccc1C	-24%	37%[activator]	0%	12%	-14%	2%	-28%	-2%	-3%
O=C(OCCc1cc2ccccc2c(=O)o1)c1ccc(F)cc1	3%	9%[57.1 µM]	-2%	109%[activator]	2%	10%	6%	11%	?
COC(=O)c1cccc(S(=O)(=O)N(Cc2ccco2)Cc2cc3ccc(OC)cc3[nH]c2=O)c1	i	11%	-4%	28%	-22%	2%	?	15%	3%
COC(=O)CNC(=O)CN1C(=O)NC2(CCCc3ccccc32)C1=O (stereo unspecified)	-8%	13%	-1%	53%[activator]	0%	10%	0%	12%	0%
COc1ccc(NS(=O)(=O)c2cc(NC(=O)c3cc(F)c(F)c(F)c3F)ccc2N2CCCC2)cc1	1%	27%[57.1 µM]	7%	54%[activator]	-18%	-11%[56.9 µM]	-8%	0%	33%[activator]
O=c1cc(CN2CCOCC2)nc(C2CC2)[nH]1	-11%	-10%	-11%	30%	2%	1%	0%	-10%	4%
Cc1ccc(-c2nc(C)sc2CC(=O)NCc2ccco2)cc1	-4%	50µM*	5%	24%	-14%	-43%	9%	3%	1%
CN1CCN(c2ccccc2NC(=O)COc2ccc(Br)cc2)CC1	-10%	7%	5%	5%	-25%	23%	0%	-8%	-5%
OCC1CCCN(C(=S)Nc2ccc(Oc3ccccc3)cc2)C1 (stereo unspecified)	2%	8%[57.1 µM]	0%	-18%	-23%	-33%	-17%	-3%	-1%
CCOC(=O)c1c(NC(=O)CSc2nccc(=O)[nH]2)sc(C)c1C	-10%	20%	-3%	15%	-14%	?	-6%	5%	?
O=C(Nc1nc2cc3c(cc2s1)OCCO3)C1=COCCO1	?	31%[57.1 µM]	?	-4%	?	-40%[56.9 µM]	?	12%	1%
CC(=O)n1cc(N(C(=O)CCl)c2ccc(Cl)cc2)c2ccccc21	5%	0.71µM*	10%	42%[activator]	-16%	3%	nt	-4%	?
COC(=O)c1ccc(CNC(=O)Cn2cnnn2)cc1	-5%	17%	-2%	31%	3%	14%	0%	6%	-5%
CCCOC(=O)CC1C(=O)NCCN1Cc1ccc(F)cc1 (stereo unspecified)	i	22%	0%	36%	-13%	4%	15%[57.4 µM]	3%	1%
CCC(=O)N/N=C(\C)CC(=O)Nc1ccc(F)cc1	-3%	?	3%	64%[activator]	7%	0%	-2%	-1%	3%
CC1CCCCN1S(=O)(=O)c1ccc(NC(=O)CSc2nnnn2C)cc1 (stereo unspecified)	i	13%	2%	62%[activator]	-3%	-19%	?	0%	22%
Cc1ccccc1-n1c(Cn2c(=O)sc3ccccc32)nnc1SC(C)C	-2%	10%[57.1 µM]	-4%	35%	-6%	-21%	4%	-1%	-1%
Cc1cccc(NC(=O)CN2CCCN(S(=O)(=O)c3ccc(Br)s3)CC2)c1	7%	13µM*	3%	-2%	-5%[11.4 µM]	-2%[11.4 µM]	-15%	-4%	0%
COc1ccc(-n2c(=O)c3ccccc3c3ccccc3c2=O)c(OC)c1	-4%	15%	11%	30%	-30%	-6%	1%	-2%	10%
CC(C)[C@H](NC(=O)c1cc2cc(Cl)ccc2n1C)C(=O)N[C@@H](C(=O)O)c1ccccc1	-1%	-19%	8%	30%	-12%	9%	-18%	-17%	-9%

In the list so far, these have a Cl atom.
SMILES	Tb PGK inh	rTrxR1 inhibitor	GLS inh	HP1b binding inh	JMJD2A Tudor inh	RGS4 inh	ALOX12 inh	ERG Ets-DNA blk	Pin1 inh
CCCCn1c(N)c(N(CCOC)C(=O)c2ccc(Cl)c(S(=O)(=O)N3CCCC3)c2)c(=O)[nH]c1=O	3%	23%	7%	27%	-6%	1%	-7%	-4%	1%
CC(=O)n1cc(N(C(=O)CCl)c2ccc(Cl)cc2)c2ccccc21	5%	0.71µM*	10%	42%[activator]	-16%	3%	nt	-4%	?
CC(C)[C@H](NC(=O)c1cc2cc(Cl)ccc2n1C)C(=O)N[C@@H](C(=O)O)c1ccccc1	-1%	-19%	8%	30%	-12%	9%	-18%	-17%	-9%

Continued:
SMILES	Tb PGK inh	rTrxR1 inhibitor	GLS inh	HP1b binding inh	JMJD2A Tudor inh	RGS4 inh	ALOX12 inh	ERG Ets-DNA blk	Pin1 inh
Cn1c(SCc2ccc(F)cc2)nnc1-c1ccccn1	i	3%	-3%	30%	?	-23%	-19%	2%	-1%
CCOc1cc(C(=S)N2CCOCC2)ccc1OC	nt	22%	5%	-18%	-17%	-11%	?	nt	0%
CCOC(=O)N1CCC(Nc2c(Nc3ccc(C)c(C)c3)c(=O)c2=O)CC1	-2%	?	18%	3%	-21%	21%	9%	0%	12%
CC(=O)c1ccc(OCC(C)C)c(CC(C(N)=O)C(N)=O)c1	i	13%	-14%	18%	2%	-5%	12%	nt	-2%
Cc1nc(SCC(=O)N2CCN(c3ccccc3)CC2)[nH]c(=O)c1C	nt	-9%	11%	22%	-9%	19%	0%	2%	-9%
O=C1CSC(=Nc2cccc(Cl)c2Cl)N1	i	14%	1%	54%[activator]	-3%	-26%	-14%	-14%	2%
CC(=O)Nc1ccc(-c2csc(NC(=O)Nc3ccccc3)n2)cc1	6%	2%	7%	-10%	-21%	-22%	-29%	-5%	?
COc1cc2c(cc1OC)[C@@H](NC(=O)C(C)C)[C@H](O)C2	-4%	11%	1%	49%[activator]	-12%	-20%	-4%	7%	-6%
COc1ccc(/C=N/NC(=O)c2ccc(Cl)cc2Cl)cc1COC(C)=O	-10%	-2%	4%	13%	-23%	1%	15%	nt	45%[activator]
Cc1ccc(S(=O)(=O)NNC(=S)Nc2ccccc2)cc1	4%	-9%	11%	18%	-22%	6%	?	-3%	-10%
O=C(CN(Cc1cccs1)C(=O)CNS(=O)(=O)c1ccc(F)cc1)NCC1CCCO1 (stereo unspecified)	-2%	30%[57.1 µM]	-3%	9%	-17%	-30%	7%	2%	1%
CCOc1ccccc1NC(=S)NCc1ccco1	-10%	-22%	9%	-6%	-27%	-2%	-32%	0%	-2%
Cc1ccc(-c2cc(C(F)(F)F)n3ncc(C(=O)O)c3n2)cc1	i	14%[57.1 µM]	-14%	14%	-11%[11.4 µM]	-2%[11.4 µM]	-9%	2%	-6%
NC(=O)c1cc(S(=O)(=O)NC2CCCCC2)co1	-1%	2%[57.1 µM]	0%	45%	-3%	6%	-3%	-1%	0%
Cc1cc[n+](-c2[nH]c(=O)sc2/C=N/NC([S-])=Nc2ccccc2)cc1	0%	?	25%	?	?	-34%	-26%	9%	?
CC(C)(C)NC(=O)COC(=O)c1ccccc1C(=O)c1ccccc1	i	19%	-6%	57%[activator]	-7%	-5%	1%	15%	1%
COc1ccc(NC(=O)Nc2cccc(OC)c2)cc1	-7%[11.5 µM]	23%	24%	9%	-17%	5%	20%	nt	0%
COc1ccc(-c2cn3nc(N4CCCC(C(=O)Nc5cccc(Cl)c5C)C4)sc3n2)cc1 (stereo unspecified)	8%	13%	-14%	16%	-9%	-24%	0%	4%	4%
O=C1CC(O)(C(F)F)Oc2ccc3ccccc3c21 (stereo unspecified)	-6%	17%	16%	44%[activator]	?	-18%	322%[activator]	-12%	0%
COc1cccc(NC(=O)Cn2c(CCC(=O)O)ccc2-c2cccs2)c1	7%	-10%	4%	-14%	-20%	10%	?	-10%	3%
CC(C)(C)NC(=O)NC(=O)COC(=O)CNC(=O)c1cccc(F)c1	-2%	2%	-7%	30%	-1%	-14%	500%[activator]	-1%	4%
Cn1nc(N)c2c(-c3ccc(Cl)cc3)c(C#N)c(N)nc21	i	5%[57.1 µM]	-2%	13%	-3%	-20%	22%	-14%	2%
CCn1c(SCC(=O)Nc2ccccc2OC)nc(O)cc1=O	-9%	10%	-2%	39%[activator]	-1%	9%	-23%	0%	-1%
O=C(OCc1ccccc1Cl)c1cccnc1Cl	i	30%	-1%	62%[activator]	63%[activator]	3%	24%	-15%	-4%
COc1cc2c(cc1OC)C(c1ccc([N+](=O)[O-])cc1)NC(=O)C2 (stereo unspecified)	-7%	9%	1%	33%	1%	-7%	16%	23%	1%
CCOC(=O)Cn1c(-c2ccccc2)cc(SC)c(C#N)c1=O	5%	0%	4%	75%[activator]	32%	-1%	4%	-15%	-1%
CN(Cc1ccco1)C(=O)CSc1nc(C2CC2)n(-c2ccccc2)n1	-1%	?	18%	31%	-19%	20%	-5%	5%	0%
O=C(Nc1ccc(S(=O)(=O)N2CCOCC2)cc1)c1ccc(F)cc1	i	28%	4%	36%	-21%	1%	2%	-3%	-7%
Cc1ccc(C(=O)O)cc1NC1(c2ccccc2)C(=O)c2ccccc2C1=O	-8%	14%	14%	30%	-3%	-20%	2%	0%	-6%

Not all compounds are listed; rates above refer to the full screens.
